Screens as filed in PubChem BioAssay.
SMN2 splice enh = enhancers of SMN2 splice variant expression; HEK293 SMN2-luciferase splicing reporter, luminescence, 30-36 h; Potency, µM (highest dose often 46.1 µM), for the others: top-dose activity change, positive = activation, most hits filed as activators; 2.8% of 210,000 active; also: % of control where 0% means no effect; nearly all actives have a fitted effect of over 55% in size
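HEK293 cells carry an SMN2 […]–luciferase reporter in which exon 7 inclusion puts luciferase in frame. Cells were plated 10-12 h before compound addition, then incubated 30-36 h at 37C. ONE-Glo luminescence was read; sodium butyrate at 4.5 mM final served as control.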
TexasRed fluor = alters Texas Red total fluorescence, flagging assay interference | TRb/SRC2 Texas Red total fluorescence interference | Potency, µM (highest dose often 106 µM), for the others: at the highest dose fluorescence change, negative = quenching | 0.29% of 280,000 active; active = well fitted curve in either direction with a large enough effect; inconclusive = small, poorly fitted or top-dose-only effect; also: % is scaled to controls: 0 for no effect and ±100 for the full control effect
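Human TRβ ligand-binding domain (0.6 uM) and Texas Red SRC2 peptide (20 nM) in Tris buffer with 1 uM T3 and 5% DMSO were incubated with pinned compound for 5 hr at ambient temperature. Total fluorescence was computed as S + 2P (555/632 nm).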
Lamin A splicing = modulators of lamin A splicing | AID 1487 | Potency, µM (highest dose often 46.1 µM), for inactives: top-dose ratio change, negative = inhibition, most hits filed as inhibitors | HeLa LMNA splicing GFP/RFP minigene ratio, 48 h | 0.01% of 200,000 active; active = well fitted inhibition curve with a large enough effect in the signal ratio, with a control signal flat, not every such curve was filed as active; inconclusive = small, poorly fitted or top-dose-only effect, or effect the other way, or a change in a side signal; the % refers to the signal ratio; also: % is scaled to controls: 0 for no effect and ±100 for the full control effect
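Read-out is the ratio of GFP to DsRed2 object intensity, acquired by 488 nm laser-scanning cytometry on HeLa lamin A-EGFP minigene reporter cells. Compound incubation 48 hrs at 37 °C in Opti-MEM with 2% FBS; DMSO 0.5% final.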
RECQ1 inh = RECQ1 (human) helicase inhibition. P46063. 0.54% of 240,000 active. Potency, µM (top dose mostly 57.3 µM), for the others: at the highest dose activity, negative = inhibition, most hits filed as inhibitors. RECQ1 DNA unwinding, red fluorescence kinetic read;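 also: plate controls were vehicle for no effect and no enzyme for full effect; nearly all actives have a fitted effect of over 30% in size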
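RECQ1T1 50 nM; forked duplex (20 bp + 30-nt ss tails) 200 nM, ATP 2 mM final; pH 8.0, 2 mM MgCl2, 2.5 ug/ml poly(dI-dC); 15 min compound preincubation; discontinuous kinetic read over 2 h at RT.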
RGS12 GoLoco inh = blocks human Gai1 binding to RGS12 GoLoco peptide, red readout | P63096 | Gai1:RGS12 GoLoco peptide FP, rhodamine, 10 min | Potency, µM (titrated, usually from 61.6 µM), for inactives: at the highest dose activity, negative = inhibition, most hits filed as inhibitors | 0.44% of 230,000 active | AID 880; active = well fitted inhibition curve with a large enough effect, not every such curve was filed as active; inactive = no such curve, though single readings can be large or run the other way; also: % is scaled to controls: 0 for no effect and ±100 for the full control effect; nearly all actives have a fitted effect of over 30% in size; many of its hits are not listed in these tables
Target sequence (P63096 whole entry, looked up): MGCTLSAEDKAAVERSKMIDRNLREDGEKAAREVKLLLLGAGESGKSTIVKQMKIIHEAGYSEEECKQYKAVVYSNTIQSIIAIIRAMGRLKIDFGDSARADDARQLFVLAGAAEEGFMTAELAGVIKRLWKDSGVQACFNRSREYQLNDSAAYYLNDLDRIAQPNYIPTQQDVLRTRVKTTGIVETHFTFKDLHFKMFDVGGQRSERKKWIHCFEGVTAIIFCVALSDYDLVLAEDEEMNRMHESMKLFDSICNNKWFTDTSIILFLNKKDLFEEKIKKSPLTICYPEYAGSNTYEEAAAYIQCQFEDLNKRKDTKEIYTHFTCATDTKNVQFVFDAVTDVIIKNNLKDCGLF
JMJD2E inh = JMJD2E (human) inhibition; B2RXH2; JMJD2E catalytic domain, FDH-coupled NADH fluorescence (FDH is formaldehyde dehydrogenase); Potency, µM (top dose mostly 57.1 µM), without a hit: top-dose activity change, negative = inhibition, actives largely listed as inhibitors; 1.6% of 230,000 active; AID 2147; active = well fitted inhibition curve with a large enough effect, not every such curve was filed as active; inconclusive = small, poorly fitted or top-dose-only effect, or another doubt; inactive = no such curve, though single readings can be large or run the other way;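 also: 0% = wells with enzyme and -100% = buffer wells without enzyme; nearly all actives have a fitted effect of over 50% in size; many of its hits are not listed in these tables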
TRb-SRC2 inh = TRbeta-SRC2 interaction inhibition. TRbeta-SRC2 peptide binding, fluorescence polarization; receptor liganded with 1 µM T3. P10828. Potency, µM (doses to about 106 µM), for the others: at the top dose activity change, negative = inhibition, usual class: inhibitors. AID 1469. 0.065% of 280,000 active;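 also: plate controls were bound peptide for no effect and peptide without receptor for full effect; nearly all actives have a fitted effect of over 50% in size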
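Human TRb ligand-binding domain (0.6 uM) is mixed with 20 nM Texas Red SRC2 peptide and 1 uM T3; after compound addition and 5 hr at ambient temperature, polarization is measured and normalized to unbound and bound controls.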
ALDH1A1 inh = blocks purified human ALDH1A1 activity; Purified ALDH1A1, NADH fluorescence, propionaldehyde substrate; AID 1030; 7.3% of 220,000 active; Potency, µM (series often up to 75.3 µM), inactives show at the top dose activity, negative = inhibition, usual class: inhibitors; active = well fitted inhibition curve with a large enough effect, not every such curve was filed as active; inconclusive = small, poorly fitted or top-dose-only effect, or another doubt; inactive = no such curve, though single readings can be large or run the other way;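 also: plate controls were no enzyme wells and a reference inhibitor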
Target sequence (P00352 whole entry, looked up): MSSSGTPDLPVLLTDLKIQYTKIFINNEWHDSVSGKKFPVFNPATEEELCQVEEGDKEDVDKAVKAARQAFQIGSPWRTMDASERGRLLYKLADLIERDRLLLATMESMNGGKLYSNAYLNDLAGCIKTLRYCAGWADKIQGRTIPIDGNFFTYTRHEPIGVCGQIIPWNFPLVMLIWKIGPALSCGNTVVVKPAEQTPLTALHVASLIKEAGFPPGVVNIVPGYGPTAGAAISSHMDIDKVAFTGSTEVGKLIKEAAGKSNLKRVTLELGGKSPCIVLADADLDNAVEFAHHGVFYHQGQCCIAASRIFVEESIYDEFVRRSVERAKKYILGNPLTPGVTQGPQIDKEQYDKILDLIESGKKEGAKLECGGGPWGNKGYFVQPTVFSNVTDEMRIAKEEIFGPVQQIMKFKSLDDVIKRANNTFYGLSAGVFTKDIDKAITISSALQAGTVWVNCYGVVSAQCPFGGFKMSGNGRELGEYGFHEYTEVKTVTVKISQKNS
An asterisk follows results filed as active; i = inactive; ? = inconclusive; . = not tested or not shown; [ ] = another dose, or the depositor's remark. Unless noted, calls follow the shape of the dose curve; as a rule, active = well fitted curve in the direction sought with a large enough effect; inconclusive = small, poorly fitted or top-dose-only effect, or another doubt; inactive = no such curve, though single readings can be large; an effect the other way counts as inactive or inconclusive. Potency is read from the fitted curve at half-maximal effect.

cpd	SMILES	SMN2 splice enh	TexasRed fluor	Lamin A splicing	RECQ1 inh	RGS12 GoLoco inh	JMJD2E inh	TRb-SRC2 inh	ALDH1A1 inh
1	Cc1cc(C)c(S(=O)(=O)c2cccc(Cl)c2)c(Cl)n1	-17%	0%	13%[46 µM]	-6%	6%	4%	-3%	10%
2	O=C(CN1C(=O)CCC1=O)Nc1cccc2c1C(=O)NC2=O	17%	0%	13%[46 µM]	-1%	-2%	?	5%	?
3	O=C1NCCN(Cc2ccc(Cl)c(F)c2)C1CC(=O)N1CCCCO1 (stereo not drawn)	.	4%[53 µM]	-2%[46 µM]	i	-2%	?	-8%[53 µM]	25µM*
4	c1ccc(Nc2nc(-c3cccnc3)cs2)nc1	11µM*	1%	7%	-11%	12%	4%	-19%	1%
5	COc1ccc(N=c2scc(-c3ccc(S(=O)(=O)N4CCOCC4)cc3)n2CCCO)cc1	-96%[inhibitor]	-6%	?	-12%	-6%	-4%	-9%	?
6	Cc1cccc(NC(=O)CCCN2C(=O)c3cccc4cccc(c34)C2=O)c1	-13%	1%	14%	-14%	4%	i	-8%	101%[activator]
7	CCOc1ccc2c(c1)[nH]c(=S)n2C	.	0%	.	i	-7%	-8%	7%	.
8	CCCc1cc2c(cc1NC(=O)c1ccccc1C)OCO2	12%	-5%	4%	-4%	-9%	7%	2%	8%
9	COc1ccc(NC(=O)c2cnn3c(C(F)(F)F)cc(-c4ccco4)nc23)cc1OC	9%	2%	-7%	i	5%	-1%	9%	-1%
10	CN(c1ncc(C(F)(F)F)cc1Cl)n1cc(C(N)=O)c2ccccc2c1=O	-26%	0%	-4%	i	2%	-11%	1%	25µM*
11	CSc1nc(N)nc(SCC(=O)OC(C)C)c1C#N	22%	-6%	?	-11%	-5%	6%	1%	?
12	CCN1CCN(C(=O)CCNC(=O)Cn2ccc3ccccc3c2=O)CC1	22%	0%	-2%	-4%	4%	?	3%	?
13	COc1ccc(CC(=O)NCc2ccc3c(c2)OCO3)cc1	6%	0%	7%	-9%	-3%	-5%	-1%	?
14	O=C1Nc2ccc(S(=O)(=O)N3CCOCC3)c3cccc1c23	13%	-5%	7%	14%	-14%	?	-5%	?
15	CCCCCCC/C=C/C1=CC2(C)CC1(C)C(CCCCCCC)CC2=O (stereo not drawn)	.	-13%[11.2 µM]	.	i[11.5 µM]	.	.	6%[11.2 µM]	-5%[13.5 µM]
16	COc1ccc(-c2noc(CCC(=O)NCCCN3CCN(c4ccc(F)cc4)CC3)n2)cc1	-34%[inhibitor]	-3%	.	i	5%	?	-8%	18%
17	CCNC(=S)NNC(=O)c1cc(-c2cc(C)ccc2C)nc2ccccc12	-18%	-2%	15%	-6%	2%	4%	-8%	?
18	COc1ccc(OC)c(/C=N/NC(=O)c2ccc(Cn3cc([N+](=O)[O-])cn3)o2)c1	-4%	-2%	0%	-1%	7%	?	3%	?
19	CCC1CCCCN1C(=O)CSc1nc(C)cc(C)n1 (stereo not drawn)	8%	0%	.	-2%	-3%	0%	3%	-5%
20	Cc1csc(NC(=O)c2cc3c(s2)CCCCC3)n1	1µM*	-2%	?	i	5%	44%[activator]	-2%	?
21	COc1cc(/C=C/c2c([N+](=O)[O-])c(=O)n(C)c(=O)n2C)cc(OC)c1OC	-25%	-2%	-13%	-5%	9%	2%	11%	5%
22	Cc1nnc(SCC(=O)NC(C)(C)C)n1NCc1c(F)cccc1Cl	.	-1%[53 µM]	28%[46 µM]	-8%	6%	-6%	-3%[53 µM]	-7%
23	Cc1cc(=O)oc2cc(OC(=O)c3cncc(Br)c3)ccc12	2%	1%	-13%[46 µM]	i	0%	?	0%	?
24	Nc1c(N=Nc2ccc(-c3ccc(N=Nc4cc(S(=O)(=O)O)c5ccccc5c4N)cc3)cc2)cc(S(=O)(=O)O)c2ccccc12	.	?	.	10µM*	238%[activator]	.	?	25µM*
25	Cc1cccc(-n2c(O)c(C=Nc3ccccc3O)c3ccccc3c2=O)n1	.	-15%	.	-28%	11%	-6%	5%	.
26	CN(C)/C=C(\C#N)C(=O)Nc1ccc(O)cc1F	.	0%	.	i	2%	3%	-1%	-2%
27	COc1ccccc1N1CCN(C2CCN(S(=O)(=O)c3ccc(NC(C)=O)cc3)CC2)CC1	.	0%	.	i	3%	3%	-1%	7%
28	CC1SC(c2ccccc2)N(CC(O)c2ccc([N+](=O)[O-])cc2)C1=O (stereo not drawn)	-29%	0%	.	i	-1%	-2%	7%	4%
29	Cc1cccc(OCCCC(=O)Nc2ccc(S(=O)(=O)Nc3onc(C)c3C)cc2)c1C	?	-2%	3%	-3%	9%	1%	11%	?
30	CCCCn1nc2cc(C(=O)NC[C@@H]3CCCO3)ccc2c1OCC	-7%	0%	16%	-11%	11%	?	-5%	?
31	C/C(=N/NC(=O)CC(=O)N/N=C(\C)c1ccc([N+](=O)[O-])cc1)c1ccc([N+](=O)[O-])cc1	.	2%	.	i	-2%	1%	3%	.
32	Cc1ccc(NC(=O)CCCC(=O)O)c(Br)c1	9%	0%	1%	-5%	3%	-1%	-5%	12%

Structural class, the compounds so far with an aryl methoxy group
cpd	SMILES	SMN2 splice enh	TexasRed fluor	Lamin A splicing	RECQ1 inh	RGS12 GoLoco inh	JMJD2E inh	TRb-SRC2 inh	ALDH1A1 inh
5	COc1ccc(N=c2scc(-c3ccc(S(=O)(=O)N4CCOCC4)cc3)n2CCCO)cc1	-96%[inhibitor]	-6%	?	-12%	-6%	-4%	-9%	?
9	COc1ccc(NC(=O)c2cnn3c(C(F)(F)F)cc(-c4ccco4)nc23)cc1OC	9%	2%	-7%	i	5%	-1%	9%	-1%
13	COc1ccc(CC(=O)NCc2ccc3c(c2)OCO3)cc1	6%	0%	7%	-9%	-3%	-5%	-1%	?
16	COc1ccc(-c2noc(CCC(=O)NCCCN3CCN(c4ccc(F)cc4)CC3)n2)cc1	-34%[inhibitor]	-3%	.	i	5%	?	-8%	18%
18	COc1ccc(OC)c(/C=N/NC(=O)c2ccc(Cn3cc([N+](=O)[O-])cn3)o2)c1	-4%	-2%	0%	-1%	7%	?	3%	?
21	COc1cc(/C=C/c2c([N+](=O)[O-])c(=O)n(C)c(=O)n2C)cc(OC)c1OC	-25%	-2%	-13%	-5%	9%	2%	11%	5%
27	COc1ccccc1N1CCN(C2CCN(S(=O)(=O)c3ccc(NC(C)=O)cc3)CC2)CC1	.	0%	.	i	3%	3%	-1%	7%

More results follow:
cpd	SMILES	SMN2 splice enh	TexasRed fluor	Lamin A splicing	RECQ1 inh	RGS12 GoLoco inh	JMJD2E inh	TRb-SRC2 inh	ALDH1A1 inh
33	Cc1cc(C)n2nc(CC(=O)NC3CCCCCC3)nc2n1	-9%	-4%	-1%	i	8%	5%	-13%	0%
34	Cc1cccc(NC(=O)/C(=C\c2ccc([N+](=O)[O-])o2)NC(=O)c2ccc(Cl)cc2)c1	-10%	-2%	?	-1%	149%[activator]	3%	5%	4.5µM*
35	O=C(Nc1ccccc1C(F)(F)F)N1CCC(n2c(=O)[nH]c3ccccc32)CC1	-16%	-4%	?	-5%	3%	-1%	-4%	2%
36	CCN1C2=C(C(=O)CCC2)C(c2ccc(O)c(Br)c2)C2=C1CCCC2=O	9%	0%	7%	-6%	-34%	?	-6%	?
37	CCOc1ncccc1C(=O)OC(C)C(=O)NC(=O)NC1CCCCC1 (stereo not drawn)	-2%	-1%	?	i	-3%	9%	0%	-1%
38	COc1ccc(-n2c(N)c(C(=O)Nc3c(C)n(C)n(-c4ccccc4)c3=O)c3nc4ccccc4nc32)cc1	.	0%	.	i	-1%	?	-3%	.
39	Cc1ccccc1CN1CCc2c(OCC(=O)N3CCCc4ccccc43)cccc2C1=O	-69%[inhibitor]	-1%	?	-4%	4%	4%	3%	?
40	Cc1cc(C)n2ncc(S(=O)(=O)c3ccccc3)c2n1	14%	-1%	.	i	1%	?	1%	?
41	CCCOC(=O)c1ccc(NC(=O)CCOc2ccccc2)cc1	-28%	-2%	17%	-20%	-10%	-3%	-6%	14µM*
42	O=C(O)CSc1cc(C(=O)c2ccccc2O)cn2c(=O)c3c4c(sc3nc12)CCCC4	.	-21%	.	2%	9%	-7%	18%	.
43	O=C1CC(/C=C/c2ccccn2)=Nc2ccccc2N1	-15%	2%	?	-3%	6%	?	-2%	-10%
44	O=C(CCN1CCCCCC1)c1ccccc1	-7%	5%	-6%	-4%	1%	0%	4%	6.3µM*
45	CC(C)[C@@H]1CC[C@@H](C)c2c(-c3ccccc3)n[nH]c21	.	-6%	0%	-11%	.	?	1%	-4%
46	CCOc1ccccc1NC(=O)C(OC(=O)c1ccccc1O)c1ccccc1 (stereo not drawn)	-6%	2%	-1%	i	-11%	.	1%	372%[activator]
47	Cc1ccc(/C=C2\NC(=S)NC2=O)cc1[N+](=O)[O-]	8%	-6%	.	-4%	9%	12%	-5%	-10%
48	CCN(Cc1ccncc1)C(=O)c1ccccc1NS(=O)(=O)c1ccc(F)cc1	.	1%	.	-3%	3%	3%	3%	10%
49	C/C(CC(=O)N1CCN(C=O)CC1)=N\NC(=O)c1cc2ccccc2cc1O	16%	45µM*[quencher]	-9%	28µM*	14%	28µM*	30%	3%
50	CC1Cc2ccccc2N1C(=O)CSc1nc(N)cc(=O)[nH]1 (stereo not drawn)	-37%	-6%	-3%	-15%	-11%	-2%	-4%	-8%
51	CCc1ccc(NC(=S)N(Cc2cccc(Br)c2)CC2CCC(C(=O)O)CC2)cc1 (stereo not drawn)	-3%	1%	.	1%	13%	-2%	-2%	-2%

A portion of the library; the hit share may differ from the screen's.
